PHOSPHO1 block – PubChem AID 1565. recombinant PHOSPHO1, absorbance phosphatase assay. inhibition, % at 13.3 µM. 290,000 compounds, 1.1% hits; in the data active = inhibition above about 60%
Target sequence (Q8TCT1 whole entry, looked up): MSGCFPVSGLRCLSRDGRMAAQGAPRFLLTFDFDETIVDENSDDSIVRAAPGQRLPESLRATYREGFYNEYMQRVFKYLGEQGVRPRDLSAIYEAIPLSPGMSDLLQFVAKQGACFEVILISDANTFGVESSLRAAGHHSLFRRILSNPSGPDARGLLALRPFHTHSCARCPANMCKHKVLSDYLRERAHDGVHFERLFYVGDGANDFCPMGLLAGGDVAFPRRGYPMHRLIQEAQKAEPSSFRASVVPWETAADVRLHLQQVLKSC
GPR7 antag – GPR7 receptor antagonists, primary screen, cell-based, fluorescence, single concentration; Neuropeptides B/W receptor type 1 (Homo sapiens), P48145; GPR7-expressing cells, fluorescence antagonist assay; inhibition, % at 4.4 µM; 290,000 compounds, 1.1% hits; AID 1861, 2009; in the data active = inhibition above about 16%, passing the limit was not always enough;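 also: cells stimulated with the agonist NPW; 0% = agonist with vehicle and 100% = vehicle without agonist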
Target sequence (P48145 whole entry, looked up): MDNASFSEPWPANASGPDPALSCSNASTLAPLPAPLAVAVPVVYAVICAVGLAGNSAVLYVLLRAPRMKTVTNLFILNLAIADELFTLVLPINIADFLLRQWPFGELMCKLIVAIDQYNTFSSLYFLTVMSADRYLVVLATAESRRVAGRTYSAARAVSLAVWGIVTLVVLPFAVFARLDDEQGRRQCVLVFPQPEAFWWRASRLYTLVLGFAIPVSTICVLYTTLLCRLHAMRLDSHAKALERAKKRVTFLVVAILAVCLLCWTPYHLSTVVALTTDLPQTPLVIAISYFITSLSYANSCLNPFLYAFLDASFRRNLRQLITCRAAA
IMP-1 inhibitor – IMP-1 metallo-beta-lactamase inhibitors, primary screen, biochemical, epi-absorbance readout, Pseudomonas aeruginosa enzyme | metallo-beta-lactamase IMP-1 (Pseudomonas aeruginosa) | purified IMP-1, nitrocefin hydrolysis, epi-absorbance fluorescence | inhibition, % at 5.6 µM | 290,000 compounds, 0.45% hits | AID 1556, 2009;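 active = inhibition above the mean plus 3 SD of all compounds in the same screening run, cut at about 4.5% in these data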;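 also: 0% = IMP-1 with DMSO and 100% = DMSO wells lacking enzyme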
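assay system = purified recombinant IMP-1 metallo-beta-lactamase enzyme | schedule = 15 min preincubation plus 25 min reaction at 25 °C | signal = Epi-absorbance fluorescence, 480 nm excitation, 530 nm emission | read-out basis = percent inhibition from optical density relative to buffer-blank wells | controls = IMP-1 with DMSO as 0%, enzyme-free DMSO as 100%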
NALP1 inh – NALP1 inflammasome inhibitors in reconstituted yeast, colorimetric, S. cerevisiae, triplicate retest; S. cerevisiae NALP1/ASC/caspase-1 growth, X-gal OD620, 72 h; inhibition, % at 10 µM; 280,000 compounds, 0.61% hits; AID 2071, 2009; in the data active = inhibition mostly above about 24%, no sharp cut-off; inactive = mostly below about 32%; also: some compounds called inactive have numbers as strong as hits
IDE cell activ – human IDE activators in live cells, primary screen, fluorescence polarization, HEK cells, FAbeta-B substrate; Insulin-degrading enzyme (Homo sapiens), P14735; AID 493087, 2011; FAbeta-B cleavage; 0% vehicle, 100% cell-free pure enzyme wells; activation, % at 5.96 µM; 340,000 compounds, 0.073% hits;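 active = activation above the mean of all tested compounds plus 3 SD, set per screening campaign, cut at about 17% in these data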
IDE cell inh – human IDE inhibitors in live cells, primary screen, fluorescence polarization, HEK cells, FAbetaB substrate; Insulin-degrading enzyme (Homo sapiens), P14735; FAbetaB cleavage; AID 434962, 2010; 320,000 compounds, 0.41% hits; inhibition, % at 5.59 µM;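 active = percent inhibition above the average of all tested compounds plus 3 SD, set per screening campaign, cut at about 16% in these data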;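 also: IDE supplied by intact live HEK cells; FP after avidin binding of uncleaved biotin substrate so inhibition keeps polarization high; 0% = DMSO wells and 100% = 60 µM reference IDE inhibitor Ii1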
M18AAP inhibitor – PfM18AAP inhibitors, malaria aminopeptidase, primary screen, biochemical, QFRET, recombinant enzyme; M18 aspartyl aminopeptidase (Plasmodium falciparum 3D7); H-Glu-NHMec fluorogenic cleavage; inhibition, % at 7.35 µM; 290,000 compounds, 1.2% hits; AID 1822, 2009;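 active = inhibition above the campaign mean inhibition over all tested compounds plus 3 SD, cut at about 28% in these data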;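 also: 0% = plate median of test compound wells and 100% = 2 mM ZnCl2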
VIM-2 inh – VIM-2 metallo-beta-lactamase inhibitors, primary screen, biochemical, epi-absorbance readout, Pseudomonas aeruginosa enzyme. purified VIM-2, nitrocefin hydrolysis, epi-absorbance fluorescence. inhibition, % at 5.6 µM. 290,000 compounds, 0.89% hits;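 active = inhibition above the mean of all tested compounds plus 3 SD, cutoff set per screening run, cut at about 7.5% in these data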;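 also: red hydrolysis product quenches plate fluorescence so inhibitors raise well fluorescence; 0% = enzyme with DMSO and 100% = DMSO without enzyme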
p-CIP stab down – p/CIP-EGFP fusion destabilizers, primary screen, fluorescence, F442A cells | Q05BA5 | decrease of EGFP signal, % at 10 µM | 16 h | 290,000 compounds, 0.01% hits;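 active = EGFP signal decrease of at least 30% at 10 µM or well 3 SD below plate mean, unless failing retest; inactive = the rest, including hits failing retest or dose response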; also: some compounds called inactive have numbers as strong as hits; many of its hits are not listed in these tables
Active calls of the source: *; . = not tested or not shown.

NALP1 inh	VIM-2 inh	IDE cell inh	p-CIP stab down	PHOSPHO1 block	M18AAP inhibitor	GPR7 antag	IDE cell activ	IMP-1 inhibitor	Compound
6	0.6	0	-1	7	3	-11	1	-2.2	COc1cccc(C(=O)CC(=O)C(=O)Nc2cc(Cl)c(OC)cc2OC)c1
15	1.7	3	-6	1	-3	-2	-5	-0.1	CC1CCc2c(sc3nc(CN4CCN(S(=O)(=O)c5ccccc5[N+](=O)[O-])CC4)[nH]c(=O)c23)C1 (centres undefined)
12	1.4	-1	-12	17	-1	-6	3	0.6	COc1ccc(OC)c(NC(=O)CCNC(=O)c2ccco2)c1
40*	-0.2	.	-3	37	-2	-12	2	-1.9	NC(N)=Nc1ccc(N=C(N)N)cc1
3	3.9	-4	-23	17	-5	-13	-4	-2.1	CCn1cc(C(=O)N[C@@H](C)C(=O)NCCCn2ccnc2)c(=O)c2cc3c(cc21)OCO3
.	0.8	-3	2	32	-9	-10	1	-3.9	Cc1cc(C)cc(NC(=O)N(CCC#N)Cc2cccs2)c1
34	-0.5	1	7	-16	15	3	3	-2.0	COc1ccc(-n2c(C)cc(-c3csc(NC(=O)c4ccc(S(=O)(=O)N(C)C)cc4)n3)c2C)cc1
17	0.9	1	-8	20	-5	-1	5	0.0	Cc1ccc(-c2cc(C(=O)Nc3c(C)n(C)n(-c4ccccc4)c3=O)no2)cc1
28	-3.1	8	6	3	10	0	6	-4.1	O=S(=O)(c1ccccc1)c1nc(-c2ccco2)oc1Nc1ccccc1
6	-1.4	0	-8	2	0	-11	2	0.1	O=C(COC(=O)CCSc1ccccc1)NCc1ccc(F)cc1
12	-3.7	8	-12	7	6	-1	-3	-3.8	O=C(CSc1nnnn1-c1cccc2c1CCCC2)N1CCOCC1
0	-4.7	0	-2	38	6	-24	6	-2.4	O=C(COC(=O)c1cccc(S(=O)(=O)N2CCOCC2)c1)NCCc1ccccc1
-2	.	-4	15	4	.	.	6	.	O=Cc1cccn1-c1ccccc1
29	-2.7	1	-22	28	0	-8	3	-4.0	CCn1cc(CN2CCC(Oc3ccc(C(=O)N4CCCCC4)cc3)CC2)cn1
9	-0.6	0	-2	20	4	-15	2	-1.7	CCCSc1nc2c3c(sc2c(=O)[nH]1)CC(C)(CC)OC3 (centres undefined)
26	1.0	0	0	9	-1	-11	1	-0.8	C=CCN1C(=Nc2ccccc2)SC/C1=C\C(=O)OC
4	-7.0	-1	-14	28	7	-3	6	-2.5	O=C(CS(=O)(=O)Cc1ccccc1)NCc1ccco1
-10	-2.9	2	-6	37	2	1	.	-2.5	CCN(CC)CCOCCOC(=O)C(CC)(CC)c1ccccc1
20	-2.8	1	-14	-3	3	-7	-2	-2.0	CCOC(=O)CCCCC(=O)NC(CO)C(=O)NC (centres undefined)
22	-3.5	-2	-14	-9	-1	-1	1	-3.4	NNC(=O)c1cccc(O)c1
19	-2.2	-2	4	12	1	-2	0	-1.5	Cc1ccc(/C=C/C(=O)Nc2nnc(SCc3ccc(C#N)cc3)s2)o1
0	-3.6	6	-48	43	6	-3	-1	-0.9	O=C(COC(=O)c1cc(S(=O)(=O)N2CCOCC2)ccc1F)NCc1ccco1
8	-1.8	-1	-9	24	-9	-5	1	-2.0	CN(C)C(=O)COc1ncnc2sc(-c3ccccc3)cc12
-3	-3.1	6	-7	18	1	-16	-7	-1.1	COCCOc1cc(N(CC(=O)N(C)C)S(=O)(=O)c2ccccc2)c(Cl)cc1Cl
-2	2.7	0	10	29	-12	-5	3	-2.7	Cc1nc2ccc(NC(=S)N3CCCC3)cc2nc1C
5	.	9	-14	-18	.	.	-9	.	C/C=C\C=C\C(=O)Nc1cccc(C2=NOC3(C2)C[C@@H](C(N)=O)N(C(=O)C(c2ccccc2)c2ccccc2)C3)c1 (some centres undefined)
29	-1.6	1	1	35	7	-5	3	-3.0	N#Cc1ccc(Cl)cc1NC(=O)COC(=O)c1ccc2c(c1)OCCO2
24	-2.1	-1	-8	1	2	0	3	-1.5	N#Cc1cccc(NC(=O)COC(=O)c2ccccc2Sc2ccccc2C#N)c1
.	-4.7	6	-14	-9	3	-3	4	-2.4	Cc1ccc(-n2cc[nH]c2=S)cc1C
6	-2.4	3	-15	-3	1	-9	-1	-3.2	COc1cccc(Cn2cc(C(=O)NCCN(C)C)nn2)c1

Looked up one by one from above:
NALP1 inh	VIM-2 inh	IDE cell inh	p-CIP stab down	PHOSPHO1 block	M18AAP inhibitor	GPR7 antag	IDE cell activ	IMP-1 inhibitor	Compound
6	-2.4	3	-15	-3	1	-9	-1	-3.2	COc1cccc(Cn2cc(C(=O)NCCN(C)C)nn2)c1
20	-2.8	1	-14	-3	3	-7	-2	-2.0	CCOC(=O)CCCCC(=O)NC(CO)C(=O)NC (centres undefined)

(list continues)
NALP1 inh	VIM-2 inh	IDE cell inh	p-CIP stab down	PHOSPHO1 block	M18AAP inhibitor	GPR7 antag	IDE cell activ	IMP-1 inhibitor	Compound
15	-2.8	2	2	0	-1	-10	8	-3.5	CC1(C)CC(=O)C(C(=S)Nc2ccc(F)cc2)=C(NCCN2CCOCC2)C1
21	-1.9	-3	-2	-5	-1	-9	-3	-3.2	CCOC(=O)C1C2C=CC3(CN(Cc4ccccc4)C(=O)C13)O2 (centres undefined)
-3	2.4	0	-6	-9	-15	1	7	3.6	CCN1C(=O)C(CC(=O)Nc2ccc(OC)cc2)N(Cc2cccs2)C1=S (centres undefined)
41	4.8	0	10	29	-2	0	4	-0.5	CCc1nn(CC(=O)NCCCN2CCN(C)CC2)c(=O)c2cc3sc(C)cc3n12
0	-4.0	0	-3	-10	-7	-5	-5	1.4	COc1cc(-c2nc(-c3ccncc3)no2)cc(OC)c1OC
-12	-3.9	1	-12	21	2	0	2	-1.4	Cc1cc(=O)oc2cc(OCc3cc4c(cc3Cl)OCO4)ccc12
25	1.9	-6	-4	29	-11	-6	7	0.3	Cc1cc(C)c(OCC(=O)OC(C)C(=O)NC2CC2)c(C)c1 (centres undefined)
2	2.0	.	11	13	-13	-3	0	-0.2	CC(C)CCOc1ccc(/C=C2\CCn3c2nc2cc(C(=O)O)ccc2c3=O)cc1
-3	0.8	2	-3	24	-4	-3	0	-2.2	O=C(CCS(=O)(=O)c1ccccc1)N1CCOCC1
5	-2.1	3	6	40	-2	-14	-3	-3.9	CS(=O)(=O)c1ccc2nc(NC(=O)CCS(=O)(=O)c3ccccc3)sc2c1
5	-1.6	1	8	36	6	-10	-2	-2.0	CN1C(=O)CC(C(=O)Nc2ccccc2F)SC1=Nc1ccc2c(c1)OCO2 (centres undefined)
.	-2.7	-4	-12	27	-3	-17	-4	-2.5	CN(Cc1nc2c(s1)CCCC2)C(=O)CCc1nnc(-c2ccc3c(c2)OCO3)o1
12	-1.9	3	-3	15	15	-6	-1	1.7	CC1CCC(NC(=O)Nc2cccs2)CC1 (centres undefined)
28	-2.6	0	-10	-4	0	2	3	-1.9	CCCCOc1ccc(NC(=O)c2cc(F)c(F)cc2Cl)cc1
14	-2.2	-4	-28	-2	-1	9	-1	-2.9	Cc1cc(NC(=O)COc2ccccc2)n(-c2ccccc2)n1
39	0.1	0	-4	-10	-2	24*	2	-3.3	CCOc1ccccc1CNC(=O)c1cc2occc2n1C
33	-3.5	-4	-4	18	0	10	-2	-4.4	COc1ccc(NC(=O)C(C)N(c2ccc(C)cc2)S(C)(=O)=O)c(OC)c1 (centres undefined)
3	0.0	4	-1	14	-1	-1	0	-3.4	O=C(CC1CCCCC1)NCc1ccccc1Cl
7	-3.3	.	-20	39	2	-9	3	-3.0	COc1cc2c(cc1OC)C(C(=O)Nc1cc(C)c(OC)c(C)c1)CC(=O)N2 (centres undefined)
0	-5.8	8	-3	28	6	3	-7	-2.3	Cc1ccc(OCC(=O)NNC(=O)Cn2nnc(-c3ccccc3)n2)cc1
15	-1.3	-2	-7	32	-7	-9	-3	-3.3	O=S(=O)(NCC(c1cccnc1)N1CCN(Cc2ccccc2)CC1)c1ccc(Cl)cc1 (centres undefined)
-9	0.5	-4	-7	1	-2	-16	4	-2.1	CN(C)CCN1CC(O)=C(c2nc3ccccc3s2)C1=N
-17	-1.4	2	-6	28	-5	-9	0	-6.6	CCc1ccc(OCC(=O)N/N=C2\CC(=O)c3ccccc32)cc1
-6	0.1	-4	-5	20	-4	4	4	-2.1	Cc1cc(NC(=O)C2CCCO2)ccc1Br (centres undefined)
-3	-2.5	1	2	.	-9	-7	1	-3.1	COc1cc(Cc2cc(N)nc(N)n2)cc(OC)c1OC
8	-1.8	-7	-7	-5	5	3	3	-1.8	O=C(c1ccccc1)N(Cc1ccco1)C1CCS(=O)(=O)C1 (centres undefined)
-2	-0.1	2	-17	24	7	-10	0	-4.2	Cc1cc(C)cc(NC(=S)N2CCN(c3ccccn3)CC2)c1
22	5.0	1	0	20	-2	18	6	0.8	COC(=O)c1ccc(C(=O)OC)c(NC(=O)c2cccnc2)c1
4	-0.2	.	-6	.	0	-2	3	-1.8	COc1ccc(NC(=O)c2ccc(Cl)cc2)c[n+]1[O-]
4	-1.5	7	-4	24	-3	-7	.	-1.8	CCOc1ccc(-n2cnc3sc4c(c3c2=O)CCCC4)cc1
1	-2.1	-2	-3	47	-5	-3	3	-1.5	COc1ccc(S(=O)(=O)NCC2CCCN(C(=O)C3CCCC3)C2)cc1 (centres undefined)

High-throughput results as filed in PubChem BioAssay.
